IDE cell activ = boosts human insulin-degrading enzyme activity in HEK cells | P14735 | FAbeta-B cleavage, fluorescence polarization; 0% vehicle, 100% cell-free pure enzyme wells | activation, % at 5.96 µM | 0.073% of 340,000 active | AID 493087;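 active = activation above the mean of all tested compounds plus 3 SD, set per screening campaign, cut at about 17% in these data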
Target sequence (P14735 whole entry, looked up): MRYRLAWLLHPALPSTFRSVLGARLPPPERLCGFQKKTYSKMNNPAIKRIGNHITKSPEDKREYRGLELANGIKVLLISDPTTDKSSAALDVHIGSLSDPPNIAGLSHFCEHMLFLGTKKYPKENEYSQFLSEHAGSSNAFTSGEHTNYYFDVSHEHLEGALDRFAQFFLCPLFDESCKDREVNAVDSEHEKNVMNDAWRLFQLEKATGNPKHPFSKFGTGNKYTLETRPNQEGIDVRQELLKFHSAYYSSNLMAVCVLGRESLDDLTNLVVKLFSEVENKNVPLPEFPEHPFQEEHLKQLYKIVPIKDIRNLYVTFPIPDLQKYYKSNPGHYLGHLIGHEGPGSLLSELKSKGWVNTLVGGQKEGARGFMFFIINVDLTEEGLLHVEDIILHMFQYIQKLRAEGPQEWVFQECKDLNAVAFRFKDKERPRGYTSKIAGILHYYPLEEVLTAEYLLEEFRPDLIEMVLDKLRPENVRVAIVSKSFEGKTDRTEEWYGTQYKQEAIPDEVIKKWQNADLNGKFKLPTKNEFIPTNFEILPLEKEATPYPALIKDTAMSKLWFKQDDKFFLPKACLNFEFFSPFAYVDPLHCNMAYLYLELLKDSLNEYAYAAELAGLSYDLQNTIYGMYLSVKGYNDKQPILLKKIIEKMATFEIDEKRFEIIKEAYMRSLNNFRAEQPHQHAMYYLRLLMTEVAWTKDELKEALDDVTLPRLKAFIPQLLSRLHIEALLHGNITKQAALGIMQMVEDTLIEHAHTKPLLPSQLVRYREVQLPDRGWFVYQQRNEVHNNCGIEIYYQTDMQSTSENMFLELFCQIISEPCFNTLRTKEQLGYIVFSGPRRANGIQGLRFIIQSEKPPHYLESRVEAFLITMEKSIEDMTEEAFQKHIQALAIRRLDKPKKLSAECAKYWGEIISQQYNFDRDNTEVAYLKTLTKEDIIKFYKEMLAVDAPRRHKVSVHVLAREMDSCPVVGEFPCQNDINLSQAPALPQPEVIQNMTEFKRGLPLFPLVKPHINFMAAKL
HCV NS3 hel inh = HCV NS3 helicase inhibition | inhibition, % at 10.9 µM | NS3 helicase DNA unwinding, Cy5 molecular beacon fluorescence | AID 1800 | 0.56% of 290,000 active;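 active = inhibition above the mean of all tested compounds plus 3 SD, set per campaign, cut at about 35% in these data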;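 note: 0% = DMSO wells and 100% = thioflavine S control wells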
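Test system: hepatitis C virus NS3 helicase domain fragment enzyme. Also added: annealed dual-labelled DNA beacon duplex, ATP-started. Timing: 60 min unwinding reaction at 25 °C after ATP addition. Technique: Cy5 fluorescence. Measure: % inhibition of unwinding.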
FID counter = counter-screen for HCV NS3 helicase inhibitors: DNA intercalator displacement. inhibition, % at 7.9 µM. 0.17% of 290,000 active. AID 1845. DNA fluorescent intercalator displacement, fluorescence; in the data active = inhibition above about 37%;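 note: 0% = vehicle and 100% = reference compound; higher means more ethidium bromide displaced from hairpin DNA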
PfM18AAP inh = PfM18AAP enzyme inhibition | inhibition, % at 7.35 µM | 1.2% of 290,000 active | recombinant PfM18AAP, H-Glu-NHMec fluorogenic cleavage | AID 1822;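 active = inhibition above the campaign mean inhibition over all tested compounds plus 3 SD, cut at about 28% in these data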;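 note: 0% = plate median of test compound wells and 100% = 2 mM ZnCl2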
IMP-1 inh = inhibitors of Pseudomonas aeruginosa IMP-1 metallo-beta-lactamase. purified IMP-1, nitrocefin hydrolysis, epi-absorbance fluorescence. inhibition, % at 5.6 µM. 0.45% of 290,000 active;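 active = inhibition above the mean plus 3 SD of all compounds in the same screening run, cut at about 4.5% in these data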;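 note: 0% = IMP-1 with DMSO and 100% = DMSO wells lacking enzyme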
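Test system: recombinant IMP-1 enzyme, purified / Medium: HEPES buffer pH 7.1 with ZnSO4 and Brij 35 / Doses: single dose, 5.6 µM / Times: 25 °C, 15 min preincubation, 25 min reaction / Detection: Epi-absorbance via hydrolysed-nitrocefin quenching of white-plate fluorescence, 480/530 nm, EDTA stop / Evaluation: percent inhibition from optical density relative to buffer-blank wells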
IDE inh = inhibits human insulin-degrading enzyme in HEK cells; P14735; 0.41% of 320,000 active; inhibition, % at 5.59 µM; FAbetaB cleavage, fluorescence polarization; AID 434962;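 active = percent inhibition above the average of all tested compounds plus 3 SD, set per screening campaign, cut at about 16% in these data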;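 note: IDE supplied by intact live HEK cells; FP after avidin binding of uncleaved biotin substrate so inhibition keeps polarization high; 0% = DMSO wells and 100% = 60 µM reference IDE inhibitor Ii1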
SUMO HTRF inh = blocks human SUMOylation mediated by UBC9; P63279; HTRF SUMOylation assay, SAE1/SAE2 + UBC9, in vitro; inhibition, % at 35 µM; 0.36% of 290,000 active; AID 2006; in the data active = inhibition above about 50%, passing the limit was not always enough; note: strong numbers were not always called active
p-CIP stab down = p/CIP protein destabilization; Q05BA5; F442A p/CIP-EGFP cells, EGFP fluorescence, 16 h; decrease of EGFP signal, % at 10 µM; 0.01% of 290,000 active;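 active = EGFP signal decrease of at least 30% at 10 µM or well 3 SD below plate mean, unless failing retest; inactive = the rest, including hits failing retest or dose response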; note: some compounds called inactive have numbers as strong as hits; many of its hits are not listed in these tables
VIM-2 inhibitor = inhibitors of Pseudomonas aeruginosa VIM-2 metallo-beta-lactamase | purified VIM-2, nitrocefin hydrolysis, epi-absorbance fluorescence | inhibition, % at 5.6 µM | 0.89% of 290,000 active | AID 1527;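 active = inhibition above the mean of all tested compounds plus 3 SD, cutoff set per screening run, cut at about 7.5% in these data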;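 note: red hydrolysis product quenches plate fluorescence so inhibitors raise well fluorescence; 0% = enzyme with DMSO and 100% = DMSO without enzyme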
The depositor's hits bear a star; . = not tested or not shown; & = joins results of further samples.

Order of values: SUMO HTRF inh, PfM18AAP inh, HCV NS3 hel inh, p-CIP stab down, IDE cell activ, IDE inh, IMP-1 inh, FID counter, VIM-2 inhibitor
- O=C(CCN1C(=O)S/C(=C\c2ccc(F)cc2)C1=O)Nc1ccc(O)cc1C(=O)O
  22.1, 8.5, 22.5, -23.5, 3.1, 2.1, -2.2, -11.3, 0.1
- CCN1CCN(C(c2cccs2)C(C)NC(=O)CC(C)C)CC1 (stereo unspecified)
  -2.8, 6.5, -3.3, -9.6, -3.9, 1.8, -1.4, 0.7, -2.5
- CC1(C)Cc2nc(-c3ccccc3)nc(SCC(=O)N3CCCC3)c2CO1
  17.5, 0.0, -1.9, -5.6, 7.3, -1.2, -3.1, -25.7, -0.3
- O=C(CSc1nc2ccsc2c(=O)n1Cc1ccccc1)NCC1CCCO1 (stereo unspecified)
  -3.2, 3.8, -0.5, -1.9, 0.3, -2.3, -2.8, -19.8, -3.1
- C/C(=N\NC(=O)C(O)c1ccccc1)c1cccnc1 (stereo unspecified)
  -5.5, 7.9, 7.2, 3.9, 3.9, ., 0.9, -8.3, 1.4
- N#CC1(P(=O)(c2ccccc2)c2ccccc2)CCCC1
  -3.4, -3.5, -2.4, -12.8, -1.1, -3.7, -0.8, -5.9, -2.6
- COc1ccc(-n2ncc3c(=O)n(CC(=O)Nc4ccc(S(=O)(=O)N5CCOCC5)cc4)cnc32)cc1
  10.8, -9.5, -30.6, -13.2, 3.9, -2.0, -0.7, -8.6, 0.6
- Cc1c(O)cccc1C(=O)N[C@@H](CSc1ccccc1)[C@H](O)CN1C[C@H]2CCCC[C@H]2C[C@H]1C(=O)NC(C)(C)C
  -2.0, -5.2, -19.6, -14.7, -1.1&7.7, -2.9&-2.6, -5.2, -17.1, -5.2
- COc1ccc(/C=C2/SC(=O)N(CC(=O)Nc3cc(C)on3)C2=O)cc1OC
  -4.7, -7.0, 7.5, -5.1, -2.3, -2.4, -2.9, 2.1, -1.1
- COc1ccc(NC(=O)C(CC(C)C)NC(=O)c2ccccc2C)cn1 (stereo unspecified)
  25.9, -5.6, 5.1, -12.0, -1.0, -2.2, -3.2, -6.6, -2.8

Order of values: SUMO HTRF inh, PfM18AAP inh, HCV NS3 hel inh, p-CIP stab down, IDE cell activ, IDE inh, IMP-1 inh, FID counter, VIM-2 inhibitor
- Cn1c(N2CCC(C(N)=O)CC2)nc2c1c(=O)n(Cc1ccc(Cl)cc1)c(=O)n2C
  8.0, -2.8, 5.8, -10.2, 2.4, 1.3, 0.3, -20.3, 0.9
- O=C(NCCCN1CCOCC1)Nc1ccc(Cc2ccc(NC(=O)NCCCN3CCOCC3)cc2)cc1
  -27.5, 3.5, -36.9, 13.4, 1.1, -0.9, -1.1, 25.9, -0.8
- CCN(CC)C(=O)c1ccc2c(=O)n(Cc3ccc4c(c3)OCO4)c(=S)[nH]c2c1
  1.1, -14.0, 0.1, -8.3, 2.9, -0.1, -3.0, -42.0, -3.8
- N#Cc1cccc(NCC(=O)Nc2ccc3c(c2)OCCO3)c1
  -8.4, -0.3, -2.5, 13.6, 4.8, 2.8, -1.6, 9.3, -0.9
- COc1ccc2[nH]c(=O)c(CN(CCO)C(=O)c3ccccc3F)cc2c1
  -11.0, 9.2, -0.8, 0.7, 1.6, 2.8, -6.4, -9.4, 0.3
- Cc1ccc(OCCNC(=O)c2ccccc2N)cc1
  3.9, 0.6, 4.0, 14.3, 2.2, -1.3, -2.6, -8.4, -6.1
- COc1ccc(C(=O)CCC(=O)NCc2cc(OC)cc(OC)c2)cc1
  4.1, -0.2, -0.5, -7.5, 1.7, 6.9, -2.9, -25.9, -7.1
- Cc1cc(C(=O)COC(=O)c2ccc(N)cc2)c(C)n1-c1c(C)n(C)n(-c2ccccc2)c1=O
  10.4, 3.2, 0.2, 6.4, 1.7, 8.1, -2.8, -28.4, -2.1
- O=C(CSc1nc2ccccc2c(=O)n1-c1ccccc1)N1CCCC1
  -0.1, 1.9, 1.0, -4.4, 2.8, -0.4, -3.2, -18.6, -0.8
- Cc1ccc(N2C(=O)N3[C@H](c4ccc(F)cc4)[C@@H]4C(=O)N(C5CCCCC5)C(=O)[C@@H]4[C@]3(Cc3ccccc3)C2=O)cc1
  -12.9, 1.4, -5.6, -1.3, 1.7, 2.4, -2.6, -27.3, -4.3

Order of values: SUMO HTRF inh, PfM18AAP inh, HCV NS3 hel inh, p-CIP stab down, IDE cell activ, IDE inh, IMP-1 inh, FID counter, VIM-2 inhibitor
- Cc1ccc2c(CN3CCN(Cc4ccccc4)CC3)cc(=O)oc2c1C
  -3.6, -0.7, -23.1, 0.7, -2.2, 2.3, -0.4, -1.3, 9.9*
- CCCCC(NC(C)=O)c1nc2ccccc2[nH]1 (stereo unspecified)
  -1.1, -4.5, 0.6, -6.3, 2.6, 0.3, -3.6, -3.8, -2.4
- Cc1cccc(NC(=O)CSc2ncnc3nc[nH]c23)c1
  6.6, -4.7, 8.7, -6.5, -4.1, 0.0, -3.2, 1.0, -2.1
- Cc1cccc(CC(=O)N2CCN=C2SCc2ccc([N+](=O)[O-])cc2)c1
  0.9, 12.6, -1.6, -3.0, 2.5, 3.9, -2.1, 1.0, -2.1
- O=c1ccc(-c2nc3ccccc3n2Cc2ccccc2Cl)c[nH]1
  13.6, 3.6, 4.7, -7.2, -9.9, 3.5, -1.9, -22.3, -2.0
- Cc1sc(C(=O)NCc2cccnc2)c2nc(C)n(CC(=O)NCc3cccnc3)c(=O)c12
  2.8, 4.5, 1.2, 7.1, -0.8, 2.6, -2.0, -11.4, 1.4

Some of the entries above in a different format:
O=C(NCCCN1CCOCC1)Nc1ccc(Cc2ccc(NC(=O)NCCCN3CCOCC3)cc2)cc1
  SUMO HTRF inh = -27.5; PfM18AAP inh = 3.5; HCV NS3 hel inh = -36.9; p-CIP stab down = 13.4; IDE cell activ = 1.1; IDE inh = -0.9; IMP-1 inh = -1.1; FID counter = 25.9; VIM-2 inhibitor = -0.8

Cn1c(N2CCC(C(N)=O)CC2)nc2c1c(=O)n(Cc1ccc(Cl)cc1)c(=O)n2C
  SUMO HTRF inh = 8.0; PfM18AAP inh = -2.8; HCV NS3 hel inh = 5.8; p-CIP stab down = -10.2; IDE cell activ = 2.4; IDE inh = 1.3; IMP-1 inh = 0.3; FID counter = -20.3; VIM-2 inhibitor = 0.9

An excerpt of these results, field by field.
> CCCCC(NC(C)=O)c1nc2ccccc2[nH]1 (stereo unspecified)
  SUMO HTRF inh: -1.1 | PfM18AAP inh: -4.5 | HCV NS3 hel inh: 0.6 | p-CIP stab down: -6.3 | IDE cell activ: 2.6 | IDE inh: 0.3 | IMP-1 inh: -3.6 | FID counter: -3.8 | VIM-2 inhibitor: -2.4

> Cc1cccc(NC(=O)CSc2ncnc3nc[nH]c23)c1
  SUMO HTRF inh: 6.6 | PfM18AAP inh: -4.7 | HCV NS3 hel inh: 8.7 | p-CIP stab down: -6.5 | IDE cell activ: -4.1 | IDE inh: 0.0 | IMP-1 inh: -3.2 | FID counter: 1.0 | VIM-2 inhibitor: -2.1

> Cc1cccc(CC(=O)N2CCN=C2SCc2ccc([N+](=O)[O-])cc2)c1
  SUMO HTRF inh: 0.9 | PfM18AAP inh: 12.6 | HCV NS3 hel inh: -1.6 | p-CIP stab down: -3.0 | IDE cell activ: 2.5 | IDE inh: 3.9 | IMP-1 inh: -2.1 | FID counter: 1.0 | VIM-2 inhibitor: -2.1

> O=c1ccc(-c2nc3ccccc3n2Cc2ccccc2Cl)c[nH]1
  SUMO HTRF inh: 13.6 | PfM18AAP inh: 3.6 | HCV NS3 hel inh: 4.7 | p-CIP stab down: -7.2 | IDE cell activ: -9.9 | IDE inh: 3.5 | IMP-1 inh: -1.9 | FID counter: -22.3 | VIM-2 inhibitor: -2.0
